Bioassay records (PubChem BioAssay)
SUMO Mot1 rescue: blocks SUMOylation pathway, rescuing yeast Mot1-301 growth. growth rescue, % at 18.8 µM. AID 2716. S. cerevisiae Mot1-301 growth rescue, ATP luminescence, 38.5C; percent above DMSO median, 100 means doubled. actives 1% (n = 320,000);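 active = every valid replicate shows activation above 250% relative to neutral control wells; inactive = the rest, any valid replicate at or below 250%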;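 note: OY570 slx delta 5 strain wells were the positive control but not used for scaling; some compounds called inactive have numbers as strong as hits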
MITF act: MITF TRPM1 promoter activation in melanoma cells | SK-MEL-5 TRPM1-promoter luciferase, 24 h; % of positive control, neutral wells = 0 | activation, % at 12.5 µM | actives 0.75% (n = 300,000);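 active = mean activation of at least 80% with every replicate also reaching 80%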;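 note: 0% = neutral control wells and 100% = parthenolide positive control wells; values of inactives mirror those of a sister screen read the other way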
dFosB activator: enhances mouse delta FosB homodimer DNA binding; purified delta FosB, TAMRA-CDK5 oligo fluorescence polarization; percent of positive-control signal above neutral wells; activation, % at 25 µM; P13346; AID 493131; actives 0.99% (n = 340,000);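 active = mean activation above about 17%, with every replicate also reaching it, limit read from the data, passing the limit was not always enough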;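 note: fluorescence polarization rise as delta FosB binds a TAMRA Cdk5 AP-1 oligo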
Arr AP2 block: blocks beta-arrestin peptide binding to AP2 adaptin | inhibition, % at 10 µM | FITC-arrestin peptide / GST-AP2 beads, flow cytometry; AP2 beta2 appendage carries R879A mutation | actives 0.31% (n = 340,000);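 active = inhibition above a set limit, near 3 SD of compounds lacking own fluorescence, cut at about 54% in these data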;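 note: plate controls were DMSO wells for no effect and 5 µM unlabelled arrestin peptide for full effect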
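System: GST-AP2 R879A bound to glutathione beads, E. coli-expressed. Also added: 50 nM FITC-arrestin peptide. Schedule: compound with beads 12 min RT, then probe 1 h RT. Signal: bead flow cytometry, FITC channel. Read-out basis: percent response.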
SR-BI HDL uptake: blocks mouse SR-BI lipid uptake from DiI-HDL | Q61009 | ldlA[mSR-BI] CHO cells, DiI-HDL uptake fluorescence, 3 h | inhibition, % at 12.5 µM | actives 0.96% (n = 320,000) | AID 488896;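 active = mean replicate inhibition of at least 70% and a set share of replicates each scoring 70 or more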;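 note: 0% = median of neutral control wells and 100% = median of positive control wells; values of inactives mirror those of a sister screen read the other way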
Target sequence (Q61009 whole entry, looked up): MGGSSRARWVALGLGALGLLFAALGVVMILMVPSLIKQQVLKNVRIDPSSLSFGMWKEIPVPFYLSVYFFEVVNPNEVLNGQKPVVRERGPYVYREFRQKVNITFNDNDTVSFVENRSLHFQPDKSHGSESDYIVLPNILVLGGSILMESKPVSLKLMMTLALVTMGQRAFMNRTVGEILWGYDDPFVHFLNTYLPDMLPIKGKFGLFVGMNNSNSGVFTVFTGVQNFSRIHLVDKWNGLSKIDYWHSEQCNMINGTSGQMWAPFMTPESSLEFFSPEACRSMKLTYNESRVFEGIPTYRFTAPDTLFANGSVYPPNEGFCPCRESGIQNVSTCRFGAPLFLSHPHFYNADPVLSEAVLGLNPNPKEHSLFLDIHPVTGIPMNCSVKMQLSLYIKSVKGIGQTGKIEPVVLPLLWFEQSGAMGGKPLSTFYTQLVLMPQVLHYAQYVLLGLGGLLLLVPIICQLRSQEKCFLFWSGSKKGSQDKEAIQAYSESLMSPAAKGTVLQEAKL
NSD2 inh: blocks human histone methyltransferase NSD2; NSD2 peptide methylation, AlphaScreen, 120 min; AID 743445; actives 0.54% (n = 310,000); O96028; inhibition, % at 12.5 µM; in the data active = inhibition above about 50%
PKA-R2B activ: PKA-R2B complex activation; P22694+P31323; PKA-R2B holoenzyme dissociation, Cy5-IP20 fluorescence polarization; R2B truncated from residue 108, S112A mutant; 0% DMSO only, 100% 113 µM cGMP; activation, % at 11.4 µM; actives 0.079% (n = 340,000);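 active = activation above a cutoff set at the mean over all compounds plus 3 SD, cut at about 18% in these data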;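 note: higher means more holoenzyme dissociation and a rise in polarization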
Pemphigus Ab inh: human desmoglein-3 autoantibody binding inhibition | actives 0.48% (n = 310,000) | binding (percent of control), % at 10 µM | P32926 | AID 588358 | DSG3-coupled beads, scFv-anti-DSG3-GFP binding, flow cytometry; stronger effect = lower value;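 active = binding more than 3 SD below its plate's average and above zero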;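 note: hits lower antibody fragment binding to DSG3; some compounds called inactive have numbers as strong as hits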
CDK5 p35 inh: inhibitors of human CDK5/p35 kinase | Q00535+Q15078 | Recombinant CDK5/p35, ADP-Glo luminescence, 60 min | inhibition, % at 10 µM | actives 0.01% (n = 330,000) | AID 488839;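 active = highest replicate inhibition of at least 50% and at least 75% of replicates reaching 50%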;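 note: plate controls were DMSO neutral control for no effect and GW8510 at 10 µM for full effect; many of its hits are not listed in these tables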
Target sequence (Q00535 whole entry, looked up): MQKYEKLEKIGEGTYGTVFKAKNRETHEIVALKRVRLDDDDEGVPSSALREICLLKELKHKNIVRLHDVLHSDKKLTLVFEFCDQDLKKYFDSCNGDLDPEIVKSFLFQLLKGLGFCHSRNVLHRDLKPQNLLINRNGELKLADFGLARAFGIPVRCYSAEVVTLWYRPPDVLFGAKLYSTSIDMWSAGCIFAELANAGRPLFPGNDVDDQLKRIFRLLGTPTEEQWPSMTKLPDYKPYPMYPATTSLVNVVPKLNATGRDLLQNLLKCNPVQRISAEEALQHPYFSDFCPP
Target sequence (Q15078 whole entry, looked up): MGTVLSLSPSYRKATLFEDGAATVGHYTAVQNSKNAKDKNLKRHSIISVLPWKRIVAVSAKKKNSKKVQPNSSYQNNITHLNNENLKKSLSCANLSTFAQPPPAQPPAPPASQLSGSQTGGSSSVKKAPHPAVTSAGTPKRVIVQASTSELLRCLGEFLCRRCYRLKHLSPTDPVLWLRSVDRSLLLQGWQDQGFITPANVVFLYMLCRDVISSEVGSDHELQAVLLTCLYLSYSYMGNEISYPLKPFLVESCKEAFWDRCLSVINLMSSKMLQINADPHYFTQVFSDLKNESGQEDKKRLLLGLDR
PKA-R1A act: PKA-R1A complex activation; P00514+P68181; PKA-R1A dissociation, Cy5-IP20 fluorescence polarization; scaled: DMSO 0%, 113 µM cGMP 100%; activation, % at 11.4 µM; actives 0.083% (n = 340,000); AID 504707;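 active = percent activation above the mean of all tested compounds plus 3 SD, cut at about 19% in these data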;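 note: higher means more PKAc released from R1A so a rise in polarization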
SR-BI uptake up: SR-BI HDL lipid transfer activation; CHO ldlA[mSR-BI] cells, DiI-HDL uptake fluorescence, 3 h; 100 = double the neutral-control signal; activation, % at 12.5 µM; actives 0.096% (n = 320,000); AID 504775;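 active = mean replicate activation of at least 60% and every replicate at or above 60%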;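 note: 0% = median plate neutral-control signal and 100% = twice that signal; values of inactives mirror those of a sister screen read the other way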
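Assay system: CHO ldlA[mSR-BI] cells, LDL receptor-null, SR-BI overexpressing; medium: Ham's F12 with 0.5% BSA, HEPES 25 mM, pH 7.4; also added: DiI-HDL 10 µg/mL; timing: 3 h uptake period with compound, 37 °C; signal: DiI fluorescence, bottom read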
Starred values were filed as active, the others as inactive; / = not tested or not shown; & = joins results of further samples.

SMILES | SUMO Mot1 rescue | MITF act | dFosB activator | Arr AP2 block | SR-BI HDL uptake | NSD2 inh | PKA-R2B activ | Pemphigus Ab inh | CDK5 p35 inh | PKA-R1A act | SR-BI uptake up
COC(=O)CNC(c1ccccc1)c1cc(Br)ccc1NC(=O)CNC(=O)OCc1ccccc1 (centres undefined) | 4 | -1 | -6 | -4 | -17 | / | -3 | 122 | 0.6 | -10 | 17
O=C(NCC1OCCCN1S(=O)(=O)c1cc(F)ccc1F)C(=O)NC1CCCCCC1 (centres undefined) | -5 | 14 | -10 | 4 | 29 | -3 | -2 | 108 | 1.1 | 3 | -29
COc1ccc2oc(C(=O)NC(C)c3ccccn3)c(C)c2c1 (centres undefined) | 32 | 16 | 2 | -4 | 14 | -4 | -3 | 85 | -1.0 | -1 | -14
CCN(c1ccccc1)S(=O)(=O)c1ccc(N2CCN(c3ccc(OC)cc3)CC2)nc1 | -10 | / | 0 | 29 | -8 | / | -6 | 92 | -0.2 | -10 | 8
Cc1ccc(NC(=O)N/C=C/c2ccco2)c(C)c1 | -8 | 7 | -10 | 1 | 14 | 3 | 1 | 101 | 0.2 | -8 | -14
CCn1c(CNC(=O)c2ccco2)nnc1SCCOc1ccccc1 | 13 | / | 0 | 1 | / | 2 | 2 | / | -0.1 | 5 | /
O=C(CN1CCCC1)N1c2ccccc2Sc2ccc(Cl)cc21 | -10 | -4 | -7 | -8 | -2 | 1 | -7 | 90 | 0.1 | 10 | 2
NC(=O)Cn1c(O)c(N=NC(=O)CNC(=O)/C=C/c2ccccc2)c2ccccc21 | -9 | -4 | 18* | -13 | -24 | -2 | 1 | 124 | -1.0 | -6 | 24
O=C(COC(=O)CCC(=O)c1ccc(F)cc1)Nc1ccc(N2CCOCC2)cc1 | 19 | 3 | -9 | 15 | -8 | 12 | 4 | 99 | 1.5 | 10 | 8
CC(=O)c1ccc(N2CCN(S(=O)(=O)c3cccc4nsnc34)CC2)cc1 | 3 | 6 | 3 | 3 | 52 | -7 | -7 | 100 | -1.1 | 0 | -52
CC1(C)CC(NCCN2CCN(C3=CC(=C(C#N)C#N)CC(C)(C)C3)CC2)=CC(=C(C#N)C#N)C1 | -16 | -1 | -12 | 13 | 60 | -2 | -6 | 100 | -1.8 | -8 | -60
O=S(=O)(NCC1CCC(NS(=O)(=O)c2c(F)cccc2F)CC1)c1ccc2c(c1)OCCO2 (centres undefined) | -18 | -14 | 11 | -1 | 3 | / | -5 | 93 | 0.1 | 0 | -3
CCc1cc2c(=O)c(-c3nc4ccccc4n3C)c(C)oc2c(CN2CCCCC2)c1O | -10 | -5 | 0 | -5 | -2 | -2 | -7 | 99 | 0.1 | 3 | 2
CC(=O)N[C@@H](CS)C(=O)O | 0 | 4 | -3 | 6 | 2 | / | 4 | 103 | -3.2 | 13 | 17
Cc1ccc2nc(-c3cccnc3)cc(C(=O)N3CCN(c4ccc([N+](=O)[O-])cc4)CC3)c2c1 | -8 | -6 | -3 | -16 | 31 | 12 | -8 | 99 | -2.6 | -5 | -31
Cc1ccc(C)c(N2CCN(C(=O)COc3cc(=O)n(C)c4ccccc34)CC2)c1 | 11 | / | -22 | -4 | 20 | 1 | -6 | / | -0.1 | 4 | -20
COc1ccc(OC)c(/C=N/NC(=O)C(O)c2ccccc2)c1 (centres undefined) | -1 | / | 7 | -7 | 13 | -2 | -1 | 113 | -2.1 | 4 | -13
O=C(CS(=O)(=O)Cc1ccccc1)N1CCc2ccccc2C1 | / | -4 | -3 | -11 | / | -3 | 10 | 106 | 0.9 | 8 | /
CCOC(=O)c1c(-c2ccccc2)oc2ccc(O)cc12 | 15 | 2 | 0 | -8 | 28 | -1 | -3 | 86 | 0.3 | -6 | -28
CC(=O)NC1C(=O)N(CCc2ccccc2)c2ccccc21 (centres undefined) | -2 | / | -13 | -1 | 16 | -6 | -3 | 118 | -1.9 | -6 | -16
CC(C)CNS(=O)(=O)c1ccc(C(=O)Nc2ccc3c(c2)OCCO3)cc1 | -3 | 59 | -8 | 28 | 29 | 3 | -6 | 108 | -2.6 | -3 | -29
CNC(=O)COC(=O)c1ccc([N+](=O)[O-])cc1Cl | -6 | 2 | -2 | 2 | 1 | -1 | 1 | 86 | -0.5 | -6 | -1
CN(c1c(C#N)c(C(F)(F)F)nn1C)N(S(C)(=O)=O)S(C)(=O)=O | -11 | 5 | -2 | 20 | -17 | 0 | -9 | 98 | 0.6 | -6 | 17
CCOC(=O)c1ccc(NC(=O)C2C3C=CC(C3)C2C(=O)O)cc1 (centres undefined) | 4 | 38 | 3 | -4 | -3 | -1 | 6 | 107 | 1.0 | -1 | 3
O=C(CSc1nc2ccccc2c(=O)[nH]1)c1ccc(O)c(O)c1 | 64 | -10 | -3 | 7 | 14 | / | -6 | 102 | 4.9 | 6 | -14
CC1=C(C(=O)Nc2ccccc2)C(c2ccccn2)n2ncnc2N1 (centres undefined) | / | 8 | 1 | 6 | -21 | 0 | -8 | 112 | -2.3 | -9 | 21
CCO[C@@H]1OC(C(=O)N2CCOCC2)=C[C@H](C(C)(C)C)[C@H]1CCCO | 7 | 3 | -8 | 3 | -2 | / | 7 | 93 | -0.1 | -3 | 2
C#CCNC(=O)C1=C[C@H](c2ccc(C(F)(F)F)cc2)[C@@H](CCCO)[C@H](OCC)O1 | -5 | 2 | 0 | 1 | -3 | / | -15 | 95 | -0.3 | -4 | 3
CCn1c(SCC#N)nc2c(c1=O)C1(CCCC1)Cc1ccccc1-2 | 200 | -4 | -4 | 11 | 9 | -2 | -15 | 103 | -3.4 | 5 | -9
CC(C)CN(C(=O)COC(=O)CSc1ccccc1)c1c(N)n(Cc2ccccc2)c(=O)[nH]c1=O | 2 | -12 | 29* | 2 | -7 | -2 | -15 | 96 | -2.0 | 8 | 7

Next section; it opens with the 3 that closed the last part.
SMILES | SUMO Mot1 rescue | MITF act | dFosB activator | Arr AP2 block | SR-BI HDL uptake | NSD2 inh | PKA-R2B activ | Pemphigus Ab inh | CDK5 p35 inh | PKA-R1A act | SR-BI uptake up
C#CCNC(=O)C1=C[C@H](c2ccc(C(F)(F)F)cc2)[C@@H](CCCO)[C@H](OCC)O1 | -5 | 2 | 0 | 1 | -3 | / | -15 | 95 | -0.3 | -4 | 3
CCn1c(SCC#N)nc2c(c1=O)C1(CCCC1)Cc1ccccc1-2 | 200 | -4 | -4 | 11 | 9 | -2 | -15 | 103 | -3.4 | 5 | -9
CC(C)CN(C(=O)COC(=O)CSc1ccccc1)c1c(N)n(Cc2ccccc2)c(=O)[nH]c1=O | 2 | -12 | 29* | 2 | -7 | -2 | -15 | 96 | -2.0 | 8 | 7
Cc1noc(C)c1COC(=O)CCCc1nc2ccccc2s1 | 7 | -7 | -2 | -3 | 0 | -3 | 2 | 114 | -0.1 | 7 | 0
CN(N)c1nc2ccccc2nc1C(F)(F)F | 9 | -9 | 10 | 4 | -1 | -4 | / | 95 | 1.3 | / | 1
COc1cc(-c2nc3ccccn3c2NCC2CCCO2)ccc1O (centres undefined) | 0 | 10 | 3 | 4 | -11 | 5 | -3 | 104 | 1.0 | -1 | 11
COC(=O)CSC1=C(C#N)C(=O)NC2(CCCCC2)S1 | 8 | -3 | -5 | -3 | -19 | -6 | 5 | 99 | 0.5 | -2 | 19
C(=C\c1ccccc1)/CN1CCN(C(c2ccccc2)c2ccccc2)CC1 | -1 | 3 | -2 | -3 | -1 | / | -7 | 97 | -0.1 | 0 | 21
CCOc1ccc(NC(=O)c2csc3c2CCCC3)cc1 | 10 | / | -5 | -4 | / | / | 1 | 100 | 0.5 | -1 | /
Cc1cccc(C(=O)NCc2nnc(SCC(=O)Nc3nncs3)n2C)c1 | -2 | 1 | 1 | 1 | -7 | 6 | 0 | 103 | -7.0 | 9 | 7
c1ccc2c(c1)nc(-c1ccncc1)n1nnnc21 | -6 | 31 | 2 | 1 | 0 | -2 | 10 | 98 | -0.2 | -1 | 0
CCCC(c1nnnn1C(C)(C)C)N1CCN(Cc2ccccc2OC)CC1 (centres undefined) | 95 | 5 | 2 | -8 | -5 | 11 | 3 | 105 | -0.6 | 18 | 5
c1ccc(-c2cc(N3CCCCCC3)n[nH]2)cc1 | -5 | 2 | -3 | -3 | 11 | 1 | -17 | 98 | -1.8 | -8 | -11
Cc1c2c(nc3c(C)cccc13)OC(C)C2 (centres undefined) | -9 | 9 | -1 | 0 | 7 | -1 | -8 | 100 | 0.9 | 4 | 6
CNS(=O)(=O)c1cccc(C(=O)NCC2(N3CCCCC3)CCCCC2)c1 | 402* | -13 | -5 | -26 | -10 | 12 | -2 | 100 | -1.4 | -1 | 10
S=c1nc[nH]c2c1sc1nc(-c3ccccc3)c3c(c12)CCCC3 | 4 | 20 | 0 | 8 | -4 | 13 | 5 | 95 | 0.2 | 6 | 4
COc1ccc2[nH]c(=O)c(CN(C(=O)c3cccnc3)c3cccc(C)c3)cc2c1 | 1 | -3 | 2 | 2 | -8 | 3 | 5 | 104 | 0.5 | -3 | 8
O=C(Nc1cccc2ccccc12)c1ccccc1 | -7 | 55 | 3 | 6 | -17 | -4 | 3 | 90 | 1.3 | -7 | 17
O=C(CNc1ccc(Oc2ccccc2)cc1)N1CCOCC1 | -13 | 7 | -1 | 7 | 2 | 2 | -6 | 116 | -0.7 | -7 | -2
Cc1nc2c(-c3ccc(F)cc3)c(C)nn2c(C)c1CCC(=O)NCCN1CCOCC1 | -2 | / | -4 | 4 | 12 | / | 3 | 105 | -1.5 | -7 | -12
CC(=O)c1cccc(OCC(=O)Nc2cc(Cl)ccc2-n2cncn2)c1 | 4 | 84* | 11 | -1 | 15 | -1 | -21 | 99 | -0.5 | -5 | -15
Cc1noc(C)c1COc1ccc(C(=O)N2CC(C)CC(C)C2)cc1 (centres undefined) | 11 | 2 | 0 | -9 | 58 | -2 | -3 | 102 | -0.9 | -6 | -58
C=C(C(=O)Oc1c(C(C)(C)C)cccc1C(C)(C)C)c1ccccc1 | -2 | -10 | -4 | 8 | 12 | / | -4 | 108 | 0.5 | -5 | -12
CCOC(=O)C1CCN(S(=O)(=O)c2c(Cl)ccc3nonc23)CC1 | 92 | -93 | -4 | 3 | -1 | 12 | -9 | / | -1.0 | 5 | 1
COCCOC(=O)c1c(C)oc2ccc(OCc3cc(C(=O)OC)oc3C)cc12 | -8&-1 | -2 | -11 | -8 | 39&34 | / | -9 | 124 | 0.9 | -4 | -39&-34
